Yfh1-off respiration: enhancers of respiration in Yfh1-depleted yeast, dose response, Friedreich's ataxia, plus single-dose screen (AID 1465); 0.074% of 220,000 active; S. cerevisiae Yfh1-off respiration, WST-1 reduction, 72 h; higher fold induction means a stronger effect; fold induction at 50 µM, or EC50 in µM where a hit was titrated;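 active = fold induction of absorbance versus untreated yeast above a set limit, then at least 30% activation at any dose in follow-up; inconclusive = repeats straddling the limit, or above it without dose testing; inactive = fold induction below the set limit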;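 note: activators that raise dye reduction in frataxin-depleted yeast; strong numbers were not always called active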
AID2073: disruptors of CaV2.2 binding to Mint1 – biochemical, HTRF (AID 2073); HTRF protein-protein interaction, Mint1-CaV2.2; higher % means a stronger effect; inhibition, % at 20 µM, or IC50 in µM where a hit was titrated; 0.19% of 290,000 active; in the data active = inhibition mostly above about 51%, no sharp cut-off; inconclusive = no clear call, values can overlap the other calls; inactive = mostly below about 53%; note: some results filed as inactive read as strong as hits
HIV peptide binding: cell-free HIV fusion peptide-binding blockers – biochemical, uHTS, fluorescence dequenching, primary screen (AID 1986); inhibition, % at 20 µM; hits with a dose series show IC50 in µM; 0.3% of 290,000 active; cell-free peptide binding, fluorescence dequenching, 30 min; higher % means a stronger effect; in the data active = inhibition mostly above about 52%, no sharp cut-off; inactive = mostly below about 76%; note: some results filed as inactive read as strong as hits
West Nile antiviral: inhibition of WNV-induced cytopathic effect – cell-based, CPE readout (AID 1621); CPE inhibition, % at 10 µM, or IC50 in µM where a hit was titrated; West Nile virus-infected cells, CPE inhibition; higher % means a stronger effect; 0.02% of 290,000 active; in the data active = a potency from the dose series; inconclusive = CPE inhibition mostly from about 3.7% at the one dose, without a potency; inactive = the rest, 99 in 100 with CPE inhibition below about 2.2%; note: strong numbers were not always called active
KOR beta-arrestin-1: kappa opioid receptor activators – cell-based, luminescence, uHTS, primary screen (AID 1777) | KOR beta-arrestin recruitment, luminescence; higher % means a stronger effect | one-dose activation, % at 10 µM; EC50 in µM for titrated hits | 0.02% of 280,000 active; in the data active = activation above about 50%, passing the limit was not always enough; note: a part of the inactive calls stands beside numbers as strong as those of hits
KOR beta-arrestin-2: KOR antagonists, beta-arrestin recruitment, cell-based, luminescence, uHTS (AID 1778) | KOR beta-arrestin recruitment, luminescence, antagonist mode; higher % means a stronger effect | inhibition, % at 10 µM; hits with a dose series show IC50 in µM | 0.091% of 290,000 active; note: strong numbers were not always called active
NOD2 inhibition: NOD2 signaling inhibitors, cell-based, luminescence, uHTS, HEK293 (AID 1566); 0.63% of 290,000 active; inhibition, % at 4 µM; hits with a dose series show EC50 in µM; HEK293 NOD2/NF-kB luciferase reporter, luminescence; higher % means a stronger effect; note: many of its hits are not listed in these tables
NS5 inhibitors: Dengue-2 NS5 methyltransferase inhibitors, primary screen, biochemical, confirmation dose response (AID 588689); inhibition, % at 25 µM, or IC50 in µM where a hit was titrated; 0.3% of 340,000 active; Dengue-2 NS5 methyltransferase capping enzyme assay, biochemical; higher % means a stronger effect; in the data active = a potency from the dose series; inconclusive = inhibition above about 29% without an active follow-up result
NOD1 inhibition: inhibition of NOD1-driven NF-kB reporter – cell-based, luminescence, uHTS, primary screen (AID 1578); inhibition, % at 4 µM; hits with a dose series show EC50 in µM; NOD1-driven NF-kB luciferase reporter cells, luminescence; higher % means a stronger effect; 1% of 290,000 active; in the data active = inhibition mostly above about 36%, no sharp cut-off; inactive = mostly below about 34%;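 note: HEK-293T reporter cells stimulated with the NOD1 agonist gamma-tri-DAP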
NS5 inhibitors pilot replicate: recorded beside NS5 inhibitors, whose call it bears; inhibition, %; measured here: pilot screen replicate inhibition
* = called active by the depositor; i = inactive; ? = inconclusive; . = not tested or not shown; [ ] = another dose, or the depositor's remark. Cut-off read from the data, not from the text of the source, unless noted: active = inhibition above about 50%; inactive = the rest. These rows are one share of the data; count on the stated rates, not on these rows.

Start of the listing, in advance (13 entries):
SMILES	Yfh1-off respiration	AID2073	HIV peptide binding	West Nile antiviral	KOR beta-arrestin-1	KOR beta-arrestin-2	NOD2 inhibition	NS5 inhibitors	NOD1 inhibition	others
CCOC(=O)c1cc(C(C)(C)C)nc(SC)c1C#N	i	-7%	-0.6%	0.4%	-2.9%	26%	2%	3%	2%
Cc1cc(C)cc(NC(=O)CCn2c(=O)c3cccn3c3ccccc32)c1	.	7%	1.2%	0.5%	-1.2%	-20%	2%	-3%	11%
Cc1ccc(NC(=S)NNS(=O)(=O)c2ccc3ccccc3c2)cc1Cl	i	2%	-0.1%	-0.1%	3.4%	-27%	11%	-6%	-18%
COc1cccc(/C(=N/O)C2CC2c2ccc(Cl)cc2)c1 (configuration not stated)	i	2%	-2.0%	-0.8%	-1.9%	2%	13%	-11%	1%
COc1ccc(CCNC(=O)c2ccc(C)s2)cc1OC	i	-7%	0.7%	-0.3%	-2.5%	-49%[20 µM]	13%	0%	-31%
Cc1[nH]c(C(=O)O)c(C)c1C(=O)OC(C)C	i	4%	-0.9%	0.1%	-0.5%	27%	-3%	-4%	-22%
OCCSc1c(F)c(SCCO)c(SCCO)c(F)c1SCCO	i	-4%	-2.2%	1.2%	-6.6%	30%	-2%	1%	-31%
COc1ccc2c(c1)cc1n2CCN=C1NCCO	i	39%	-0.3%	1.2%	-6.0%	-4%	6%	5%	-8%
Cc1cccc(C)c1NC(=O)C1(NC(=O)c2cnccn2)CCCCC1	i	6%	-0.7%	0.0%	-6.0%	31%	-6%	0%	3%
Cn1cccc1CNC1CCCC1	i	16%	5.7%	-0.1%	-1.0%	-28%	-3%	2%	-21%
Cn1c(-c2c(N)n(C3CCCC3)c3nc4ccccc4nc23)nc2ccccc21	i	36%	-1.4%	0.3%	11%	8%	9%	15%	-7%
Clc1ccccc1-c1nnc2n1CCCCC2	i	14%	-0.5%	0.5%	0.6%	1%	14%	-3%	4%
N#CCSCC(=O)Nc1ccc(F)cc1	i	15%	1.6%	-0.2%	-4.8%	-31%	10%	-2%	-12%

This part in full, previewed entries included:
SMILES	Yfh1-off respiration	AID2073	HIV peptide binding	West Nile antiviral	KOR beta-arrestin-1	KOR beta-arrestin-2	NOD2 inhibition	NS5 inhibitors	NOD1 inhibition	others
CCOC(=O)c1cc(C(C)(C)C)nc(SC)c1C#N	i	-7%	-0.6%	0.4%	-2.9%	26%	2%	3%	2%
Cc1cc(C)cc(NC(=O)CCn2c(=O)c3cccn3c3ccccc32)c1	.	7%	1.2%	0.5%	-1.2%	-20%	2%	-3%	11%
Cc1ccc(NC(=S)NNS(=O)(=O)c2ccc3ccccc3c2)cc1Cl	i	2%	-0.1%	-0.1%	3.4%	-27%	11%	-6%	-18%
COc1cccc(/C(=N/O)C2CC2c2ccc(Cl)cc2)c1 (configuration not stated)	i	2%	-2.0%	-0.8%	-1.9%	2%	13%	-11%	1%
COc1ccc(CCNC(=O)c2ccc(C)s2)cc1OC	i	-7%	0.7%	-0.3%	-2.5%	-49%[20 µM]	13%	0%	-31%
Cc1[nH]c(C(=O)O)c(C)c1C(=O)OC(C)C	i	4%	-0.9%	0.1%	-0.5%	27%	-3%	-4%	-22%
OCCSc1c(F)c(SCCO)c(SCCO)c(F)c1SCCO	i	-4%	-2.2%	1.2%	-6.6%	30%	-2%	1%	-31%
COc1ccc2c(c1)cc1n2CCN=C1NCCO	i	39%	-0.3%	1.2%	-6.0%	-4%	6%	5%	-8%
Cc1cccc(C)c1NC(=O)C1(NC(=O)c2cnccn2)CCCCC1	i	6%	-0.7%	0.0%	-6.0%	31%	-6%	0%	3%
Cn1cccc1CNC1CCCC1	i	16%	5.7%	-0.1%	-1.0%	-28%	-3%	2%	-21%
Cn1c(-c2c(N)n(C3CCCC3)c3nc4ccccc4nc23)nc2ccccc21	i	36%	-1.4%	0.3%	11%	8%	9%	15%	-7%
Clc1ccccc1-c1nnc2n1CCCCC2	i	14%	-0.5%	0.5%	0.6%	1%	14%	-3%	4%
N#CCSCC(=O)Nc1ccc(F)cc1	i	15%	1.6%	-0.2%	-4.8%	-31%	10%	-2%	-12%
O=C(Cc1ccccc1)NNC(=O)c1ccc(Br)o1	.	-1%	1.5%	0.8%	2.7%	-3%	-5%	3%	-30%
Fc1ccc2nc(-c3ccccc3)nc(SCc3nnc(-c4ccccc4)o3)c2c1	i	33%	2.5%	-0.6%	-3.0%	-22%	2%	-10%	8%
Cc1ccc(C)c(C(=O)c2ccccc2NC(=O)c2ccccn2)c1	.	-2%	-0.1%	1.1%	-3.7%	5%	4%	-2%	12%	NS5 inhibitors pilot replicate=-1.5
O=C(COC(=O)CCSc1ccc(Cl)cc1)NCc1ccccc1	i	-3%	2.9%	-0.1%	-0.5%	9%	7%	4%	-21%
COc1ccccc1OCCOc1ccccc1/C=N/n1cnnc1	i	9%	2.4%	-0.2%	1.2%	3%	-7%	5%	-31%
N#Cc1ccc(-c2ccccc2)nc1Sc1ccc(F)cc1	i	2%	-3.0%	0.3%	1.6%	8%	6%	-6%	.
Cc1ccc(-n2c(COc3c(C)cccc3C)nnc2SCC(=O)Nc2nccs2)cc1	i	15%	-0.4%	-0.6%	-8.4%	21%	-6%	-7%	4%
c1ccc(Cc2nnc(Sc3ccccc3)c3ccccc23)cc1	i	45%	-1.4%	1.4%	0.7%	9%	26%	-2%	41%
COc1cccc(-c2nnc(NC(=O)c3ccc(S(=O)(=O)N(CC(C)C)CC(C)C)cc3)o2)c1	.	0%	-2.4%	.	2.3%	2%	23%	-7%	8%
CCn1c(=O)c(C(=O)CN2CCOCC2)c(N)n(Cc2ccccc2)c1=O	i	4%	0.9%	0.6%	-5.8%	-8%	12%	-8%	13%
CC1(C)Cc2c(C#N)c(N3CCN(C(=O)c4ccccc4)CC3)nc(Cc3ccccc3)c2CO1	i	8%	-1.7%	0.2%	-1.6%	10%	32%	-3%	2%
CC(C)CC(=O)Nc1ccc(C(=O)CN2CCN(c3ccc(O)cc3)CC2)cc1	.	-50%	-3.5%	-0.2%	-2.6%	4%	-5%	-1%	7%
Cc1nccn1-c1c([N+](=O)[O-])c(=O)n(C)c2ccccc12	i	-15%	-1.4%	0.8%	-1.3%	17%	26%	-4%	6%
COC(=O)c1cccc(C23CC4(C2)[C@H](CN(CC2CCCCC2)[C@@H]4c2ccccc2)C3c2ccccc2)c1 (some centres not stated)	i	-2%	4.2%	-0.1%	0.9%	0%	11%	-13%	-7%
CCOC(=O)C1(Cc2ccccc2C)CCCN(C(=O)CCc2cccnc2)C1 (configuration not stated)	i	-12%	0.3%	-0.5%	.	31%[20 µM]	-17%	-1%	-27%
CCOC(=O)C(CC)n1nc(C)n2c(cc3occc32)c1=O (configuration not stated)	i	-1%	0.3%	-0.5%	1.7%	-44%	8%	-2%	0%
Cc1oc(-c2cccc(Cl)c2)nc1CN1CCC(C(=O)NCCCN2CCCC2=O)CC1	i	-5%	2.8%	-0.3%	1.8%	2%	-8%	-1%	-8%
Cc1cc(C)n2nc(C(=O)N3CCCC(Nc4ccc(F)c(F)c4)C3)cc2n1 (configuration not stated)	.	-5%	-0.6%	-0.6%	-3.2%	22%	6%	2%	-14%
O=C(O)c1c(Cl)nc2ccccn12	i	-3%	0.5%	0.3%	-2.1%	14%	8%	1%	-25%
CCCCn1c(N)c(N(CCC(C)C)C(=O)C2CC(=O)N(c3ccccc3OCC)C2)c(=O)[nH]c1=O (configuration not stated)	.	7%	-0.3%	-0.3%	-3.2%	43%	9%	-2%	-19%
CCCOC(=O)c1ccc(OCC(O)CN2C(=O)NC(C)(C)C2=O)cc1 (configuration not stated)	i	25%	0.0%	-0.3%	-6.0%	15%	6%	-12%	-1%
O=C(CNS(=O)(=O)c1ccc(Br)s1)N1CCN(C(=O)c2ccco2)CC1	i	1%	-0.9%	-0.5%	-2.2%	-5%	10%	-1%	7%
Cc1ccccc1CN1CCC(Oc2ccc(C(=O)N3CCCC3)cc2)CC1	.	-5%	0.1%	-0.2%	-0.4%	-31%	-2%	-22%	-18%
CN(C)c1cc(Nc2cccc(O)c2)c([N+](=O)[O-])c2nonc12	i	14%	-0.8%	-0.1%	-1.4%	-8%	37%	7%	1%
Cc1cc(C)n(-c2ccc(C(=O)Nc3ccc4c(c3)OCCO4)cc2)n1	i	-2%	0.9%	0.4%	-4.1%	30%	-28%	5%	-35%
N/C(=N\OC(=O)c1ccc(Br)cc1)c1cccc([N+](=O)[O-])c1	.	-2%	-2.0%	-0.1%	-6.5%	-43%[20 µM]	-17%	0%	-41%
O=C(c1ccoc1)N1CCC2(CCCN(Cc3ccc(F)c(F)c3)C2)C1 (configuration not stated)	.	10%	-1.3%	-1.1%	0.7%	12%	-35%	2%	-6%
O=C(Oc1cc(Cl)ccc1Cl)c1ccc(N2CCOCC2)c([N+](=O)[O-])c1	i	-7%	-1.2%	-0.7%	-1.0%	12%	6%	-8%	-25%
Cc1c(C(=O)NCc2cccnc2)oc2ccccc12	i	5%	-1.3%	0.3%	-3.2%	-17%	8%	-10%	-20%	NS5 inhibitors pilot replicate=-3.8
Cc1ccccc1C(=O)NC1CCSC1=O (configuration not stated)	i	1%	1.5%	?	1.3%	7%	-9%	-2%	-6%
CC(=O)c1ccc(S(=O)(=O)NCCc2csc(-c3cccnc3)n2)cc1	.	8%	-1.2%	-0.3%	-1.7%	11%	15%	-5%	-12%
CC1CC(C)CN(CCOc2cccc(Cl)c2Cl)C1 (configuration not stated)	i	-2%	-0.2%	-1.5%	2.7%	1%	-11%	-3%	-18%
COc1ccc(CNC(=O)OCCN2CCN(S(=O)(=O)c3ccc(C)cc3)CCC2=O)cc1	i	15%	-3.4%	-0.5%	-0.9%	-2%	9%	-3%	19%

Copied from above, two compounds:
SMILES	Yfh1-off respiration	AID2073	HIV peptide binding	West Nile antiviral	KOR beta-arrestin-1	KOR beta-arrestin-2	NOD2 inhibition	NS5 inhibitors	NOD1 inhibition	others
Cc1ccccc1C(=O)NC1CCSC1=O (configuration not stated)	i	1%	1.5%	?	1.3%	7%	-9%	-2%	-6%
CC(=O)c1ccc(S(=O)(=O)NCCc2csc(-c3cccnc3)n2)cc1	.	8%	-1.2%	-0.3%	-1.7%	11%	15%	-5%	-12%

Assay outcomes: PubChem, several laboratories
